TLR9-MyD88 inh: inhibitors of TLR9-MyD88 association in cells, primary screen, cell-based, CHO, BLA complementation, fluorescence | 0.21% of 340,000 active | CCF4 FRET ratio | AID 504734, 2011 | inhibition, % at 4.98 µM | Toll-like receptor 9 (Homo sapiens) + Myeloid differentiation primary response protein …;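 active means inhibition above the mean over all tested compounds plus 3 SD, cut at about 21% in these data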;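 further: 0% = DMSO only wells and 100% = clavulanate BLA inhibitor control wells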
Target sequence (Q99836 whole entry, looked up): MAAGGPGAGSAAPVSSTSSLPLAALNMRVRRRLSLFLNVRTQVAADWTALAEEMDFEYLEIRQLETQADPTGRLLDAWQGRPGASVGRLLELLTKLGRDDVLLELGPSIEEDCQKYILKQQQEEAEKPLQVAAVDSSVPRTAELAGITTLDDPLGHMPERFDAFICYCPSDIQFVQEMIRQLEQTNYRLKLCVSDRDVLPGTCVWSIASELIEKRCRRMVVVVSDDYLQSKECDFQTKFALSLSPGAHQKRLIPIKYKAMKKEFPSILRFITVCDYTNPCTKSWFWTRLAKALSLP
Target sequence (Q9NR96 whole entry, looked up): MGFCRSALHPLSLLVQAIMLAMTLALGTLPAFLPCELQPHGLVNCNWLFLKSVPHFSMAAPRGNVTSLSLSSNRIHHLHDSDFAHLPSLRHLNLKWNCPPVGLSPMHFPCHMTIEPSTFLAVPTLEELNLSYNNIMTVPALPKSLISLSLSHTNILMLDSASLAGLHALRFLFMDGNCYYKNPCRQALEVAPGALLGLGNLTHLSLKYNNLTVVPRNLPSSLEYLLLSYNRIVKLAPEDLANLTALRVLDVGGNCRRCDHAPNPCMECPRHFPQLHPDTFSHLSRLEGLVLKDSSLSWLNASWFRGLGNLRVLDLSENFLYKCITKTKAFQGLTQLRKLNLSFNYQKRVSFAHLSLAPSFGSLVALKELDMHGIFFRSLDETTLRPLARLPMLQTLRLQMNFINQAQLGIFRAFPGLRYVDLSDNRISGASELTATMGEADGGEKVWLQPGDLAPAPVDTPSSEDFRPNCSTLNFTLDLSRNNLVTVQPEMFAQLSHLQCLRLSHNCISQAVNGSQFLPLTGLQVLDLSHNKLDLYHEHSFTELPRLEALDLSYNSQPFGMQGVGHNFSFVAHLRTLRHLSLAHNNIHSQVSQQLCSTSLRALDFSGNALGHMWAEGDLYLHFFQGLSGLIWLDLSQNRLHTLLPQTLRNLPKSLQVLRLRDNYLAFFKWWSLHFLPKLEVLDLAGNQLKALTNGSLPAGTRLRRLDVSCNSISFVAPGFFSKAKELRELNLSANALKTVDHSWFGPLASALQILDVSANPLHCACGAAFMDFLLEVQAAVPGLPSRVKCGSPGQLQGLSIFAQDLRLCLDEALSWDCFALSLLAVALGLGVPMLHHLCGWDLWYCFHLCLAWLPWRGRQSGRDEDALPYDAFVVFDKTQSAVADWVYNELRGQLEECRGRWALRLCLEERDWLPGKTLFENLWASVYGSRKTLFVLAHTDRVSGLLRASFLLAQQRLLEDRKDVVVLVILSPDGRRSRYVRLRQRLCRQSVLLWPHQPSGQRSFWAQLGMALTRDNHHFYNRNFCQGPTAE
NCOA1 inh: SRC1 coactivator transcriptional activity inhibitors, primary screen, cell-based, luminescence; Nuclear receptor coactivator 1 (Homo sapiens), Q15788; 0.12% of 360,000 active; inhibition, % at 3.6 µM; HEK293 GAL4-SRC1 luciferase reporter;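 active means inhibition above the campaign mean plus 3 SD, with each screening campaign given its own cutoff, cut at about 60% in these data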;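 further: 0% = DMSO treated cells and 100% = gossypol at 36 µM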
ABHD5-PLIN5 inh: ABHD5-PLIN5 interaction inhibitors, primary screen, cell lysate, split luciferase complementation, luminescence | Perilipin-5 (Homo sapiens) + 1-acylglycerol-3-phosphate O-acyltransferase ABHD5 (Homo … | 0.78% of 360,000 active | inhibition, % at 4 µM | Split G. princeps luciferase complementation, 4 h;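 active means inhibition above the mean inhibition across every tested compound plus 3 SD, cut at about 22% in these data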;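 further: 0% = DMSO only wells and the 100% control is not disclosed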
NR2F2 inh: NR2F2 transcriptional activity inhibitors, primary screen, cell-based, luciferase reporter, HEK293T, luminescence; inhibition, % at 8.6 µM; HEK293T NGFI-A luciferase reporter; AID 686940, 2013; COUP transcription factor 2 (Homo sapiens), P24468; 0.7% of 370,000 active;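 active means inhibition above a per-plate cutoff, mean inhibition of test wells between control levels plus 3 SD, cut at about 38% in these data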;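 further: cells cotransfected with COUP-TFII expression vector driving the NGFI-A reporter; 0% = median of COUP-TF2 test wells and 100% = reporter-only cells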
Exocytosis inh: LAMP-1 surface exposure blockers, TALL-104 cells – cell-based, flow cytometry, MLPCN library, primary screen. 0.66% of 360,000 active. inhibition, % at 10 µM. AID 651702, 2012. TALL-104 LAMP-1 surface exposure; cells stimulated with thapsigargin and PMA;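 active means inhibition above about 55%, limit read from the data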
NCOA3 inh: SRC3 coactivator transcriptional activity inhibitors, primary screen, cell-based, luminescence; Nuclear receptor coactivator 3 (Homo sapiens), Q9Y6Q9; HEK293 GAL4-SRC3 luciferase reporter; inhibition, % at 3.6 µM; 0.17% of 360,000 active;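 active means inhibition above a per-campaign cutoff, the mean of all compounds plus 3 SD, cut at about 60% in these data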;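 further: 0% = DMSO-treated cells and 100% = gossypol-treated cells at 36 µM; higher means less SRC3-driven luciferase light from the GAL4 reporter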
TROY NFkB inh: inhibitors of TROY-driven NF-kB signaling, primary screen, Q293 LMP1-TROYcd cells, NF-kB luciferase, uHTS. inhibition, % at 10 µM. Q293 LMP1-TROYcd NF-kB luciferase reporter, 4 h. 0.98% of 360,000 active;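 active means compounds whose plate-normalised and pattern-corrected inhibition of the luciferase reporter signal at the single screening dose is 50% or more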
TWEAK Fn14 block: inhibitors of TWEAK-Fn14 signaling, primary screen, luciferase reporter cells, uHTS; TWEAK-stimulated Fn14 reporter cells, luciferase luminescence, 8 h; inhibition, % at 10 µM; 2% of 360,000 active; in the data active means inhibition above about 50%
NOD2 RIPK2 PPI: NOD2-RIPK2 binding disruptors in cells, primary screen, fluorescence, CHO cells, BLA complementation | CCF4 ratio | 0.38% of 360,000 active | Receptor-interacting serine/threonine-protein kinase 2 (Homo sapiens), O43353 | inhibition, % at 4.98 µM; in the data active means inhibition above about 21%;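 further: 0% = vehicle only and 100% = reference blocker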
LRH-1 inv ag: LRH-1 (NR5A2) inverse agonists, primary screen, cell-based, luminescence, HEK293T, StAR-luciferase reporter | Nuclear receptor subfamily 5 group A member 2 (Homo sapiens), O00482 | LRH-1 transfected, 24 h | inhibition, % at 3.6 µM | 0.13% of 360,000 active;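 active means inhibition above the mean inhibition of all tested compounds plus 3 SD, cut at about 73% in these data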;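 further: 0% = DMSO wells and 100% = reporter-only cells lacking LRH-1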
SRC2 inh: inhibition of GAL4-SRC2 driven luciferase reporter, primary screen, SRC2 inhibitor project, cell-based, luminescence | Nuclear receptor coactivator 2 (Homo sapiens), Q15596 | HEK293 GAL4-SRC2 luciferase reporter | inhibition, % at 9 µM | 0.17% of 370,000 active;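 active means inhibition above the mean inhibition of all tested compounds plus 3 SD, set per campaign, cut at about 52% in these data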;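 further: 0% = DMSO treated cells and 100% = cells given Gossypol at 36 µM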
An asterisk follows results filed as active; . = no result given. Some of the compounds tested; rates above refer to the full screens.

SMILES | TLR9-MyD88 inh | NCOA1 inh | ABHD5-PLIN5 inh | NR2F2 inh | Exocytosis inh | NCOA3 inh | TROY NFkB inh | TWEAK Fn14 block | NOD2 RIPK2 PPI | LRH-1 inv ag | SRC2 inh
CCOC(=O)N1CCN(C(=O)c2cnn3c(C(F)(F)F)cc(-c4cccs4)nc23)CC1 | -2.7 | -13.4 | -6.0 | 11.6 | 0.7 | 7.0 | 14.5 | 39.7 | 3.8 | -5.8 | 6.3
Cc1cccc(C(=O)N2CCCC(Nc3ccc(C(C)C)cc3)C2)n1 (stereo not given) | -1.0 | 1.6 | 0.9 | 0.5 | -2.0 | -0.8 | -5.8 | -31.5 | -5.7 | 14.4 | -14.7
COc1ccc(-c2coc3cc(O)cc(O)c3c2=O)cc1OC | 1.4 | -116.1 | -7.4 | -34.3 | 5.4 | -39.5 | -43.9 | -67.7 | -4.2 | -52.3 | -40.7
CC1CN(C(=O)CCC(=O)NCc2ccccc2)c2ccccc2O1 (stereo not given) | -12.7 | -8.0 | -0.9 | -9.8 | -1.5 | 8.4 | -1.3 | -21.3 | 6.8 | -7.1 | 16.3
COc1ccc(CCNC(=O)CSCc2n[nH]c(=O)[nH]2)cc1OC | -0.2 | -2.9 | 0.4 | -1.4 | -1.3 | 8.7 | 5.5 | -5.8 | 2.4 | 9.8 | -3.8
Cc1cc(C)cc(OCc2ccc(C(=O)N3N=C(C(F)F)CC3(O)C(F)F)o2)c1 (stereo not given) | -0.1 | 16.4 | -3.1 | -7.6 | -1.0 | 2.2 | -2.3 | -29.6 | 9.0 | -45.1 | 8.7
Cc1cccc(NC(=O)c2ccccc2NC(=O)CCC(=O)O)c1 | -8.9 | -10.0 | 3.1 | -5.9 | -1.9 | 21.3 | -0.4 | 12.1 | -14.4 | -14.3 | -8.9
COC(=O)c1ccccc1S(=O)(=O)N1CCC(NC(=O)C(Cc2cccc(OC)c2OC)NC(C)=O)CC1 (stereo not given) | -6.7 | 22.8 | 0.1 | 32.3 | -1.0 | 6.6 | 7.7 | 1.9 | 6.9 | 0.5 | -9.8
CCOc1ccc(CCNC(=O)COC(=O)Cc2ccc(F)cc2)cc1OCC | 6.1 | -19.2 | 3.7 | 12.0 | 5.9 | 12.3 | 24.6 | -10.9 | 1.5 | -9.1 | -53.9
O=C(N/N=C/C(Br)=C\c1ccccc1)c1n[nH]c2c1CCC2 | 6.8 | -111.5 | 21.6 | -149.3 | 0.2 | -74.5 | 17.5 | 25.8 | 18.5 | -33.5 | -45.8
Nc1ncc([N+](=O)[O-])c(N2CCCCCC2)n1 | 7.3 | 64.9* | -4.8 | 18.3 | -13.0 | 54.0 | 32.7 | 74.8* | 2.9 | 26.7 | 44.2
COc1ccccc1N1CCN(C(=O)COc2cccc3ccccc23)CC1 | -19.3 | -0.1 | 17.5 | 2.8 | 11.0 | 0.1 | -2.7 | -21.9 | 2.9 | 12.5 | 12.1
Cc1cccc(CN2CCC(CNC(=O)C3CCCN(S(=O)(=O)c4cnc[nH]4)C3)CC2)c1 (stereo not given) | 3.8 | -7.7 | 5.3 | . | 0.9 | 8.0 | -2.4 | 14.5 | -4.2 | -18.7 | .
O=C(O)C1C2C=CC(O2)C1C(=O)Nc1ccc(S(=O)(=O)N2CCc3ccccc32)cc1 (stereo not given) | 0.3 | 2.5 | 1.8 | 11.4 | 1.0 | 3.9 | 16.1 | 16.0 | -2.5 | -18.0 | -25.9
Cc1cc(C)n(C(=O)c2cc3sccc3[nH]2)n1 | 2.9 | -24.5 | -5.7 | 1.8 | -6.8 | -22.8 | -28.3 | -9.8 | -16.1 | 0.5 | -27.2
CN(C(=O)c1ccc(NC(=O)Cc2ccc(NC(=O)C3CCN(C(=O)C4CCC4)CC3)cc2)cc1)C1CCCC1 | -0.2 | -13.8 | -0.2 | -5.2 | -1.5 | -7.0 | 2.1 | -14.1 | 3.4 | 4.3 | -2.4
Cc1sc(NC(=O)CSc2nnc(C(C)C)n2C)c(C#N)c1C | 5.5 | -5.4 | -1.1 | 5.0 | 2.3 | 13.7 | 9.4 | -3.0 | 1.8 | 11.3 | -21.7
COC(=O)[C@@H](NC(=O)NC1CCCCC1C)C(C)C (stereo not given in full) | 3.1 | -32.3 | -3.9 | 5.5 | 1.6 | 15.9 | 3.8 | -11.2 | 0.5 | 5.4 | -33.9
COC(=O)/C(C#N)=C/c1c(Oc2cccc(C)c2)nc2ccccn2c1=O | -8.8 | -5.5 | -2.9 | 0.8 | -2.9 | 15.1 | 1.4 | 2.9 | -13.2 | -4.9 | 4.0
COc1c2c(c(C)c3c1C(=O)OC3)O[C@@]1(C)CC[C@@]3(O)C(C)(C)OC(=O)CC[C@]3(C)[C@H]1C2 | 7.3 | -18.7 | 8.0 | -3.8 | 5.5 | 3.3 | 2.1 | -14.6 | -1.7 | -9.7 | -14.2
COc1ccc2[nH]c(=O)c(CNc3ccccc3OC)cc2c1 | -0.7 | 4.1 | -0.8 | 10.9 | -1.6 | 6.6 | 10.8 | 28.1 | -8.2 | -12.1 | 0.2
COC(=O)c1ccccc1NC(=O)CN1C(=O)c2ccccc2S1(=O)=O | -3.0 | -11.6 | 3.1 | 6.2 | -2.2 | -2.1 | -0.4 | 8.9 | -2.6 | 10.2 | -3.2
Cc1cc(C(=O)N/N=C2\CCCC(=O)C2)c(C)o1 | 9.4 | -17.3 | 5.1 | -13.1 | 1.2 | -0.5 | 5.5 | 2.0 | -9.7 | -14.2 | 7.2
CCC(NC(=O)N(Cc1ccccc1)Cc1ccc2c(c1)OCO2)(C(F)(F)F)C(F)(F)F | 6.4 | 7.7 | -2.0 | -17.4 | 1.9 | 11.1 | 1.1 | -10.3 | -4.7 | 1.6 | -28.9
Cc1ccc(-c2csc3ncnc(N4CCN(C)CC4)c23)cc1C | 9.6 | 8.8 | 4.0 | 18.1 | -16.6 | 15.4 | 15.3 | 0.5 | -4.8 | 11.9 | 2.9
O=C(CSc1nnc(-c2ccco2)n1-c1ccccc1)N1CCN(C(=O)c2ccco2)CC1 | 4.8 | 0.2 | 0.6 | 1.7 | 1.1 | -9.5 | 20.7 | -0.3 | 2.2 | -6.2 | 5.9
CN1CCN(c2ccc(CNC(=O)C3(C)Cc4c(-c5ccc6c(c5)OCO6)ccnc4O3)cc2)CC1 (stereo not given) | . | 2.7 | 0.2 | -10.8 | 7.9 | -16.2 | 1.1 | -0.3 | -8.3 | -4.7 | -25.2
COc1cc(NC(=O)c2ccc([N+](=O)[O-])cc2)c(OC)cc1NC(=O)CC(C)C | -5.9 | -4.2 | 1.7 | -18.0 | -0.2 | -13.6 | -0.7 | -3.6 | 6.6 | 12.3 | -7.0
COc1cc2[nH]c(=S)nc(NCc3cccc(Cl)c3)c2cc1OC | -6.0 | 6.5 | 6.2 | -4.9 | 16.2 | -18.0 | 6.8 | -5.0 | -8.0 | 5.5 | 9.9
Cc1csc(NC(=O)CCn2c(=O)oc3ccc(Cl)cc32)n1 | 2.9 | 2.3 | -2.4 | -21.3 | 3.7 | 0.6 | -0.6 | -1.3 | -6.4 | -9.1 | 17.8
O=C(CSc1nc2ccccc2s1)CSc1nc2ccccc2s1 | 7.7 | -3.6 | -9.9 | 0.0 | 4.1 | 17.1 | 23.4 | 6.9 | 0.1 | 10.0 | 27.7
CCOc1ccc(-c2nc(-c3cccs3)c(CC(=O)O)s2)cc1OC | -10.8 | -21.8 | 0.7 | -29.1 | -1.2 | -7.6 | -31.6 | 3.8 | -7.2 | -28.0 | -32.5
O=C(/C=C/C=C/c1ccccc1)c1ccco1 | -9.2 | -21.9 | 21.1 | -11.2 | 7.9 | -42.4 | -9.7 | 2.6 | 4.4 | 10.1 | -18.4
CCOc1ccc(NC(=S)N2CCN(C/C=C/c3ccccc3)CC2)cc1 | -3.7 | -3.3 | -2.4 | 20.1 | 0.7 | 6.8 | 8.6 | 15.6 | 4.5 | 0.8 | -2.2
C[C@@]12C(=O)N(CC3CC3)CC(=O)N1[C@H](/C=C/c1ccccc1)[C@@H]1C(=O)N(c3ccccc3)C(=O)[C@@H]12 | 8.6 | 1.5 | 7.8 | 20.5 | -7.4 | 7.1 | 10.7 | 11.9 | 5.0 | 12.5 | 1.3
COCCCN1CC(=O)N2C(c3ccc(C)cc3)c3[nH]c4ccccc4c3C[C@H]2C1=O (stereo not given in full) | 4.3 | 10.9 | 8.8 | -13.0 | -3.4 | -13.6 | 10.6 | 2.4 | 1.7 | 19.9 | -3.2
S=c1[nH]ncn1/N=C/c1ccccc1 | 6.9 | -7.3 | 4.0 | -11.1 | -2.6 | -6.2 | 7.6 | 16.8 | 1.1 | 5.9 | -19.4
Cc1cc(NC(=O)CSc2ccc3nnc(-c4ccc(Cl)cc4)n3n2)no1 | 6.3 | 7.2 | -2.4 | 10.2 | -1.0 | 13.7 | -7.8 | -21.2 | -9.4 | -4.7 | 5.9
CCC(=O)N1CCc2cc(Br)cc(S(=O)(=O)CCC(=O)NCCc3ccccc3)c21 | 8.9 | -16.2 | -4.3 | 12.0 | 7.6 | 1.6 | -20.0 | 2.0 | 2.8 | 0.3 | 2.9
CCOC(=O)N1CCN(CC(=O)Nc2nnc(C(F)(F)F)s2)CC1 | -9.3 | 3.1 | -4.8 | -3.8 | -12.4 | 6.2 | 8.7 | -0.7 | -8.1 | 4.7 | 11.0
